From PubChem
FEN1 inh – inhibitors of human flap endonuclease 1; actives 0.35% (n = 390,000); Recombinant FEN1 flap cleavage, fluorescence, 15 min; Potency, µM (top dose mostly 114 µM), for inactives: top-dose activity change, negative = inhibition, most hits filed as inhibitors; AID 588795; P39748; further: nearly all actives have a fitted effect of over 65% in size
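Read-out was taken twice, immediately and after 15 min, following addition of 50 nM substrate to 10 nM FEN1 that had sat with test compound for 15 min at room temperature. Curves came from a four-parameter Hill model.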
KAT2A inh – blocks human GCN5L2 histone acetyltransferase. actives 0.21% (n = 390,000). GCN5L2 HAT assay, ThioGlo1 CoA-SH fluorescence. Q92830. Potency, µM (doses to about 58.9 µM), for the others: at the top dose activity change, negative = inhibition, most hits filed as inhibitors
Target sequence (Q92830 whole entry, looked up): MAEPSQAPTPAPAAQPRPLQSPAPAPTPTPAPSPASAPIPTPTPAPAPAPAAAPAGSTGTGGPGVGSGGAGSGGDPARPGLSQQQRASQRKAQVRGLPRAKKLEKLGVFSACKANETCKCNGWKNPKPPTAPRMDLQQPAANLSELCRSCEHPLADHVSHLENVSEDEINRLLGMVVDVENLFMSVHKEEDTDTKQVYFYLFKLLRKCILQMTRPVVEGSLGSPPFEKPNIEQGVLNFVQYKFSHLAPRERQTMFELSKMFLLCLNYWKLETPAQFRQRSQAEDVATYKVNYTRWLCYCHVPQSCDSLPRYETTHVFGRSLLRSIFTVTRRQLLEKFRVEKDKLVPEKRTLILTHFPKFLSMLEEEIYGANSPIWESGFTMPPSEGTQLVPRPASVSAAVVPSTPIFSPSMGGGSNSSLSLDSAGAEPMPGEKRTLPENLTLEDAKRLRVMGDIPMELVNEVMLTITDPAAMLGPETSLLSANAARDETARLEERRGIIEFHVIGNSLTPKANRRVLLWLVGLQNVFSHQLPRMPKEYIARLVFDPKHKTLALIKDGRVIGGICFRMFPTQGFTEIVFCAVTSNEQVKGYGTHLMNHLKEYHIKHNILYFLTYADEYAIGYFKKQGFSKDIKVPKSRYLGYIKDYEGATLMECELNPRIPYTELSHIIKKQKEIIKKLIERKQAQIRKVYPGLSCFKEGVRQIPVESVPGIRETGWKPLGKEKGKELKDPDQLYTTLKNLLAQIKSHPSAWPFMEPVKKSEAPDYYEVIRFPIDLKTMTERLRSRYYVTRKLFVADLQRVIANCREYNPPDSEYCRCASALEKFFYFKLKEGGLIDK
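ThioGlo1-coupled HAT assay: 20nM GCN5L2, 70uM acetyl-CoA, 75uM H3(1-25) peptide, pH 7.5. Fluorescence read at 340/540nm at start and after 20 min at room temperature.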
DT40 TDP1 CPT – growth inhibition of DT40 Tdp1-/-;hTDP1 cells with camptothecin (screen for TDP1 inhibitors); chicken DT40 Tdp1-/-;hTDP1 cells + 20 nM CPT, ATP luminescence, 48 h; Potency, µM (highest dose often 46.2 µM), for the others: at the top dose activity change, negative = growth inhibition, most hits filed as inhibitors; actives 12% (n = 420,000); AID 686979; further: nearly all actives have a fitted effect of over 55% in size
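Chicken DT40 Tdp1-/- cells complemented with human TDP1, 400 cells/well, exposed to compounds plus 20 nM camptothecin for at least 48 h at 37 C; viability read as ATP content by CellTiter-Glo luminescence.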
An asterisk follows results filed as active; u = inconclusive; x = not tested or not shown; [ ] = dose if it differs, or a comment. The call rests on the fitted dose curve; in most records, active means well fitted curve in the direction sought with a large enough effect; inconclusive means small, poorly fitted or top-dose-only effect, or another doubt; inactive means no such curve, though single readings can be large; an effect the other way counts as inactive or inconclusive. On the % scale 0 is the no-effect control and ±100 the full control effect; potency means the concentration at half of the fitted maximal effect. This is a subset; count on the stated rates, not on these rows.

Fields – FEN1 inh | KAT2A inh | DT40 TDP1 CPT
> Cc1ccc(S(=O)(=O)N2CCCCC2)cc1C(=O)OC(C)C(=O)NC1CCCCC1C (stereo unspecified)
    -5% | -23% | u
> CCc1cc2c(=O)n(Cc3ccccc3)c(SC3CCOC3=O)nc2s1 (stereo unspecified)
    9% | -8% | u
> O=C(COC(=O)c1ccc(S(=O)(=O)Nc2ccccc2)cc1)NCCN1C(=O)CSC1=O
    -2% | -15% | -16%
> CCOCCOC(=O)c1ccc(-n2cnc(C)n2)nc1
    18% | -8% | 8%
> CCN(CC)CCCNC(=O)c1sc2nc(-c3ccc(F)cc3)cn2c1C
    -11% | -2%[0.501 µM] | u
> CCOC(=O)C(=O)C1=C(N2CCOCC2)/C(=C\c2cccc([N+](=O)[O-])c2)CC1
    -1% | -10% | -4%
> Cc1ccc(CSc2nnc(C(F)(F)F)n2Cc2ccc(F)cc2)cc1
    -16% | -1% | -9%
> O=C(CSc1ccccc1F)NC(=O)c1ccc(Cl)cc1
    6% | -2% | 7%
> CCCCC1S/C(=N/N=C/c2cccs2)NC1=O (stereo unspecified)
    2% | 3% | -16%
> COC(=O)[C@@]12CCCCN1[C@H](c1ccc(-c3ccc4c(c3)OCO4)cc1)[C@H]1C(=O)N(C)C(=O)[C@H]12
    -15% | -6% | 13µM*
> CCN(CC)C(=O)CSC1=N/C(=C/c2ccco2)C(=O)N1c1ccc(OC)c(Cl)c1
    7% | -3% | 21µM*
> O=C(COC(=O)c1cc(S(=O)(=O)N2CCCCC2)ccc1N1CCOCC1)NC1CCCCC1
    13% | -2% | -5%
> O=C1COc2ccc(C(=O)COC(=O)c3cc(S(=O)(=O)NCc4ccccc4)ccc3O)cc2N1
    15% | -1% | -3%
> Cc1noc(C)c1NC(=O)Nc1cccc2c1O[C@H](CN(C)S(C)(=O)=O)[C@@H](C)CN([C@H](C)CO)C2=O
    -13% | -3% | 2%
> COc1ccc(C(=O)NC(c2ccc(OC)c(OC)c2)c2cc(Cl)c3cccnc3c2O)cc1 (stereo unspecified)
    0% | x | 5µM*
> Cc1ccccc1NC(=O)Cc1nc(COC(=O)CCOc2ccccc2)cs1
    -6% | -23% | -2%
> CC(=O)Nc1ccc(C=C(C(C)=O)C(C)=O)cc1
    -4% | -10% | -24%
> COc1cc(CO)cc(Br)c1OCC(=O)N1CCCCC1
    -3% | -2% | 1%
> Cc1ccc(-c2nnc(C3CCN(S(=O)(=O)c4ccc(C)c(C)c4)CC3)o2)cc1
    -1% | -12% | u
> C/C(=N/NC(=O)Cc1cc(=O)[nH][nH]1)c1ccc([N+](=O)[O-])cc1
    -3% | 30% | -9%
> COc1ccc(C(NC=O)c2cc(OC)c(OC)cc2Br)cc1OC (stereo unspecified)
    -2% | 23% | -3%
> O=C(NCCCNc1ccc(C(F)(F)F)cc1[N+](=O)[O-])c1cc(F)c(F)cc1Cl
    -2% | 1% | u
> CC(C)=N/N=C1/NC(=O)C(c2ccccc2)S1 (stereo unspecified)
    11% | x | u
> CCN(CC)S(=O)(=O)c1ccc(N2CCN(C)CC2)c(NC(=O)c2cc(=O)c3ccccc3o2)c1
    -10% | -5% | u
> Nc1ccc(Oc2ccc(F)cc2)nc1
    -11% | -2% | 11%
> CCCCS(=O)(=O)/C=C\C1C2C=CC(C2)C1S(=O)(=O)CCCC (stereo unspecified)
    9% | -2% | 0%
> CC1CCN(C(=S)NC(=O)C2CCCCC2)CC1
    2% | 1% | 2%
> Cc1cc(N2CCOCC2)ncc1[N+](=O)[O-]
    -2% | -16% | -11%
> CN(CC(=O)Nc1cccc(F)c1)C(=O)/C=C/c1ccc2ccccc2n1
    -12% | -3% | u
> O=C(OCn1nnc2ccccc2c1=O)c1cc(-c2ccccc2Cl)nc2ccccc12
    1% | -1% | -19%
> CN(Cc1ccccc1)C(=O)CN(C)S(=O)(=O)c1ccc(F)cc1
    -2% | 14% | -7%
> CCCCc1c(O)nc(N2CCN(Cc3ccccc3)CC2)[nH]c1=O
    -3% | 0% | -11%
> CSc1nc(N2CCOCC2)nc2ccc(C)cc12
    12% | -7% | u
> COc1ccc(NC(=O)CSc2nccn2Cc2ccco2)cc1
    3% | -2% | -13%
> Cc1nn(C)c2c1c(C(F)(F)F)cc(=O)n2CC(=O)NCCC(C)C
    19% | -15% | u
> CCOc1ccc(CCNC(=O)c2c(C)oc3ncnc(N4CCOCC4)c23)cc1
    15% | -1% | u
> CCNC(=S)Nc1ccc(Cl)cc1
    6% | -5% | -17%
> Cc1ccc2c(c1)C1OCCC1C1N2C(=O)C2C(C(=O)O)C3C=CC21O3 (stereo unspecified)
    -1% | -7% | 3%
> Cc1cc(C)cc(NC(=O)Cn2nnc(C(=O)NCc3ccc(F)cc3)c2N)c1
    u | -8% | 21µM*
> CCCOC(=O)c1cccc(Nc2nc(C(=O)OCC)nc3ccccc23)c1
    u | -8% | 16µM*
> Cn1nnnc1SCC(=O)Nc1ccccc1N1CCOCC1
    6% | -4% | -4%
> CCN(CC)c1ccc(/C=N/N(c2ccccc2)c2ccccc2)c(O)c1
    -5% | 33%[activator] | u
> O=c1ccn(CCc2c[nH]c3ccccc23)c2c1CCCC2
    4% | 8% | -24%
> O=C1C(C=NCc2ccccn2)=C(O)c2ccccc21
    -3% | -7% | 3%
> OCc1cc(Br)ccc1OCc1nc2ccccc2s1
    -5% | -2% | -1%
> CC(=O)c1ccc(N2CCN(C(=O)c3cccc(Oc4ccccc4)c3)CC2)cc1
    -6% | -7% | 16µM*
> Cc1ccc(C)c(OCCNc2ccc([N+](=O)[O-])cn2)c1
    17% | -3% | u
> C=CCOn1c(=O)c(C)[n+]([O-])c2ccccc21
    5% | -5% | 4%
> Cc1csc(NC(=O)CSc2ncnc3ccccc23)n1
    4% | 2% | u
> O=C(C1=C(O)/C(=C/c2ccc(O)cc2)CCC1)C(F)(F)F
    -2% | -14% | -24%
> CCCCc1ccc(Nc2ncnc3nc[nH]c23)cc1
    7% | -12% | -23%
> Cc1ccc(P(=O)(OCCN2CCOCC2)C(C)(C)C)o1 (stereo unspecified)
    -5% | -1% | 1%
> CCC(C)Oc1ccccc1C1CC(=O)NC2=C1C(=O)CCC2 (stereo unspecified)
    10% | -13% | 26µM*
> Cc1ccc(S(=O)(=O)N2CCCOC2)cc1
    -3% | -3% | -6%
> CC(=O)Nc1nc(-c2ccc3c(c2)CC(C)N3C(=O)C2CC2)c(C)s1 (stereo unspecified)
    -11% | -4% | 1.2µM*
> COC(=O)c1cc(Br)c(=O)n(CCc2ccc(F)cc2)c1
    -6% | -9% | -19%
> CCOc1ccc(CN2CCCC(CO)(Cc3ccc(F)cc3)C2)cc1 (stereo unspecified)
    -4% | -7% | -26%
> Cc1oc(C)c2c(=O)cc(-c3ccc4c(c3)OCO4)cc(OC(=O)c3cccc(Cl)c3)c12
    -3% | -7% | u
> N#Cc1ccc(S(=O)(=O)NC[C@H]2O[C@@H](n3cnc4c(N)ncnc43)[C@H](O)[C@@H]2O)cc1
    -7% | 1% | 4%
> CCn1cc(S(=O)(=O)c2cccc(C)c2)c(=O)c2cc(F)c(N3CCN(C)CC3)cc21
    -5% | -6% | -15%

Next section
Fields – FEN1 inh | KAT2A inh | DT40 TDP1 CPT
> CCN(CC)S(=O)(=O)c1ccc2c(c1)N(CC(=O)Nc1ccc(F)cc1)C(=O)CO2
    -5% | 4% | -28%
> Cc1c(C(=O)NC2CCCCC2)oc2ccc(F)cc12
    10% | -4% | u
> CCn1c(SCC(=O)Nc2cc(C)on2)nc2sc3c(c2c1=O)CCCC3
    15% | -2% | u
> CN(C(=O)COC(=O)c1cnc(Cl)c(Cl)c1)C1CCCCC1
    7% | -3% | -28%
> Cc1c(C)c(C)c(S(=O)(=O)Nc2ccc3[nH]c(=O)[nH]c3c2)c(C)c1C
    -6% | -8% | u
> Cc1ccc(NC(=O)CN2C(=O)S/C(=C\c3cc(C)n(-c4cccc(C(=O)O)c4)c3C)C2=O)cc1
    -18% | -24% | 3%
> Cc1ccc(-c2n[nH]c(=S)c3ccccc23)cc1S(=O)(=O)NCC1CCCO1 (stereo unspecified)
    -4% | -11% | u
> COc1ccc(NC(=O)COC(=O)[C@@H]2CCCN2S(=O)(=O)c2ccccc2F)c(OC)c1
    -11% | -8% | u
> CCCCCCNc1c(C(=O)OCC)c(=O)[nH]c2ccccc12
    9% | 1% | 16µM*
> O=C(Nc1ccccc1C(F)(F)F)C1CCN(C(=O)Cc2ccccc2)CC1
    3% | -1% | 4%
> O=C(COc1ncnc2ccccc12)Nc1ccc(Cl)c(S(=O)(=O)N2CCOCC2)c1
    -11% | -3% | -3%
> Nc1nc(Nc2cccc(C(F)(F)F)c2)nc(C(F)(F)F)n1
    -22% | -9% | u
> CCCCOc1ccc(C2=NC(c3cccs3)=Nc3ccc(OC)cc3N2)cc1
    -5% | -14% | -26%
> COCCn1c(C)cc(C(=O)COC(=O)c2cccnc2SC)c1C
    0% | -4% | u
> Nc1nc(SCC(=O)C23CC4CC(CC(C4)C2)C3)n[nH]1
    1% | -6% | -4%
> O=S(=O)(c1ccccc1)N(CC(O)COc1ccccc1)c1ccccc1 (stereo unspecified)
    -1% | -5% | u
> Oc1ccc(-c2c(C3=CCCCC3)sc3ccccc23)cc1
    -1% | 3% | u
> COc1ccc(C(CNC(=O)CCNC(=O)c2ccccc2OC)N2CCCC2)cc1 (stereo unspecified)
    -2% | -10% | -9%
> Cc1nn(-c2ccccc2)c(Cl)c1/C=N/NC(=O)CCNc1n[nH]c(=O)[nH]c1=O
    -3% | -3% | -9%
> CCCN(Cc1nnc(-c2ccccc2Cl)o1)C(=O)COc1ccc(Cl)cc1
    -16% | 3% | u
> O=C(CC1C(=O)NCCN1Cc1cccc(F)c1)NCCCCCN1CCOCC1 (stereo unspecified)
    -2% | -3% | 0%
> CCC1(C(=O)OC)NC(c2ccco2)C2C(=O)N(c3ccccc3)C(=O)C21 (stereo unspecified)
    -2% | -4% | 2%
> CCOCCCNCC(O)c1ccccc1 (stereo unspecified)
    -5% | 0% | -5%
> Cn1nc(C(=O)Nc2c(-c3ccccc3)nc3sccn23)c2ccccc2c1=O
    7% | 22% | 21µM*
> Cc1cccc(OCC(=O)Nc2cccc3cccnc23)c1C
    16% | -7% | x
> COC(=O)c1sc2ccccc2c1NC(=O)c1ccc(S(=O)(=O)N2CC(C)CC(C)C2)cc1 (stereo unspecified)
    -5% | 53%[activator] | 21µM*
> O=C(CSCc1ccccc1)N1CCc2ccccc21
    -6% | -6% | -9%
> O=C(COC(=O)c1n[nH]c(=O)c2ccccc12)c1ccc(Br)cc1
    0% | -8% | 0%
> C=CCNc1nc(-c2ccc3c(c2)OCCO3)cs1
    -18% | x | 2%
> O=c1c2c3c(sc2nc(NCCO)n1-c1ccccc1)CCCC3
    -3% | -3% | 6.5µM*
> Cc1c(C#N)c(N)c(C(=O)c2ccccc2)n1Cc1ccccc1
    -9% | 1% | -22%
> Cc1ccc(CS(=O)Cc2ccc(C(=O)N3CCN(C4CCCCC4)CC3)o2)cc1 (stereo unspecified)
    -6% | 2% | -20%
> Cc1ccc(N2C(=O)c3n[nH]c(C)c3C2c2ccco2)cc1 (stereo unspecified)
    -3% | 0% | -17%
> COc1ccc(S(=O)(=O)Nc2cccnc2)cc1OC
    -9% | 2% | 3%
> Cc1nn(C)cc1CNCc1c(C(=O)N2CCCCC2)nc2c(C)cccn12
    1% | -3% | -11%
> Cc1csc(NC(=O)CSc2nccn2C)n1
    20% | -12% | -4%
> COCCNC(=S)N/N=C/c1ccccc1C(=O)O
    1% | 1% | -14%
> COc1ccc(CCNC(=O)C2CCN(S(C)(=O)=O)CC2)cc1
    -2% | -7% | -16%

Complete entries as entered above. Order of screens: FEN1 inh | KAT2A inh | DT40 TDP1 CPT
CCCOC(=O)c1cccc(Nc2nc(C(=O)OCC)nc3ccccc23)c1 is listed as u | -8% | 16µM*
COc1ccc(C(CNC(=O)CCNC(=O)c2ccccc2OC)N2CCCC2)cc1 (stereo unspecified) is listed as -2% | -10% | -9%
Cc1noc(C)c1NC(=O)Nc1cccc2c1O[C@H](CN(C)S(C)(=O)=O)[C@@H](C)CN([C@H](C)CO)C2=O is listed as -13% | -3% | 2%
COc1ccc(CCNC(=O)C2CCN(S(C)(=O)=O)CC2)cc1 is listed as -2% | -7% | -16%
COCCn1c(C)cc(C(=O)COC(=O)c2cccnc2SC)c1C is listed as 0% | -4% | u
